Screens as filed in PubChem.
S1P3 antag: blocks the human S1P3 receptor | AID 485 | Q99500 | inhibition, % at 4.98 µM | CHO S1P3 NFAT-BLA reporter, FRET fluorescence, antagonist mode | 170,000 tested, 0.27% active;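 active = inhibition above the plate cutoff, the mean inhibition of test wells on that plate plus 3 SD, cut at about 28% in these data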;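 also: cells challenged with S1P at its EC80 of 0.8 µM; blue over green emission ratio from cleaved BLA substrate after 4 h stimulation; 0% = S1P-stimulated wells and 100% = unstimulated DMSO-only wells; some compounds past the cut are filed as inactive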
Target sequence (Q99500 whole entry, looked up): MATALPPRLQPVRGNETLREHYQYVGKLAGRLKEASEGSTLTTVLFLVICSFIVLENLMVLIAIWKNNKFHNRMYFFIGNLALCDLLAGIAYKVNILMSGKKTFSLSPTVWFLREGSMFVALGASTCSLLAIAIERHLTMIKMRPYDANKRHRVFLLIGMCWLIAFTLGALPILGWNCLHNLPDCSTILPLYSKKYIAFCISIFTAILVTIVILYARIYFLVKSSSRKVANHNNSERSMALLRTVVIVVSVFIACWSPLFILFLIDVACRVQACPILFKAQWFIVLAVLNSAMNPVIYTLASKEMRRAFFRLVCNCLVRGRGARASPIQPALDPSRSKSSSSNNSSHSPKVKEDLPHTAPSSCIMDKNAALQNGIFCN
PMI act hi M6P: activators of human phosphomannose isomerase at near-saturating mannose 6-phosphate; P34949; coupled PMI enzyme assay, resazurin fluorescence, 20 min; stronger effect = higher value; 1 = untreated enzyme, 0 = substrate-free blank; activation factor at 20 µM; 190,000 tested, 0.34% active; AID 1216;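 active = activation factor of 2 or more at 20 µM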
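Test system – human PMI in coupled enzyme assay · Timing – 20 min incubation at room temperature · Detection – Diaphorase-driven resazurin-to-resorufin fluorescence, excitation 544, emission 590 nm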
ROMK primary: modulates human ROMK potassium channel activity; P48048; Tet-inducible ROMK, thallium flux fluorescence; actives lie on both sides; B-score at 10 µM; 130,000 tested, 2% active;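 active = signal ratio slope over the read window, or its plate-corrected B-score, at least 3 SD from the plate mean, either direction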;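 also: B-score of the F/F0 ratio slope over 7 to 12 s after thallium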
PMI activator: activators of human phosphomannose isomerase | P34949 | purified human PMI, coupled resazurin fluorescence, 20 min; stronger effect = higher value; 1 = vehicle control, 0 substrate-free wells | activation factor at 20 µM | 190,000 tested, 0.005% active | AID 1214;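 active = activation factor of 2 or more at 20 µM, relative to plate controls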
Diaphorase inh: counter-screen for diaphorase-based assays: diaphorase inhibitors and chemical oxidizers. 190,000 tested, 0.69% active. AID 1217. inhibition, % at 20 µM. diaphorase resazurin-to-resorufin fluorescence, NADH, 16 min; bacterial (C. kluyveri) enzyme, not human;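 active = primary screen inhibition at 20 µM above a set limit, cut at about 50% in these data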;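 also: plate controls were DMSO with full reaction for no effect and wells lacking NADH for full effect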
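Detection: fluorescence of resorufin formed from resazurin, Ex 544/Em 590 nm; test system: Clostridium kluyveri diaphorase enzyme; amount: 0.14 U/mL diaphorase, enzyme working solution; times: 16-min room-temperature incubation before reading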
PPARg SRC1 recr: agonists of human PPARgamma SRC-1 coactivator recruitment; PPARgamma-SRC-1 coactivator recruitment biochemical assay; P37231; AID 631; activation, % at 8 µM; 200,000 tested, 0.41% active; in the data active = activation above about 19%;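 also: 0% = DMSO and 100% = reference agonist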
Target sequence (P37231 whole entry, looked up): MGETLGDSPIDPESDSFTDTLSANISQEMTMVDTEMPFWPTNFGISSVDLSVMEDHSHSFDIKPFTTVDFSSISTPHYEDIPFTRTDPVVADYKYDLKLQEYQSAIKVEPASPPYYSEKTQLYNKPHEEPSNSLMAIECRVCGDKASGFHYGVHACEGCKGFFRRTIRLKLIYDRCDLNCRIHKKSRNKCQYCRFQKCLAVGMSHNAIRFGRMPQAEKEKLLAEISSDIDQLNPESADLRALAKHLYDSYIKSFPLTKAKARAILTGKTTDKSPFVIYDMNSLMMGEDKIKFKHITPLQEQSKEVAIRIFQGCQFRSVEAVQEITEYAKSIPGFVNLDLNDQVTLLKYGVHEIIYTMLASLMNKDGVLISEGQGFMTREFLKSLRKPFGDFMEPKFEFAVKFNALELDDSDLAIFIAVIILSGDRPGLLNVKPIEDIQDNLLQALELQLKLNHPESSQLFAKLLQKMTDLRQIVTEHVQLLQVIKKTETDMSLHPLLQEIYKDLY
SRC2 TRFRET art: TR-FRET artefact, counter-screen to PPARgamma/SRC-2 agonist assay. stronger effect = higher value. TR-FRET ratio at 8 µM. 200,000 tested, 0.4% active; in the data active = TR-FRET ratio above about 2000; also: inactives centre near 1500; reference of the scale not given here
G6PDH CS: L. mesenteroides G6PDH inhibition counter-screen; 200,000 tested, 0.12% active; Purified L. mesenteroides G6PDH, diaphorase/resazurin coupled fluorescence, 45 min; inhibition, % at 5 µM; in the data active = inhibition above about 50%
Diaphorase act: activates diaphorase or chemically reduces, flagging diaphorase assay artifacts; 190,000 tested, 0.005% active; Diaphorase/resazurin coupled assay, resorufin fluorescence, 16 min; stronger effect = higher value; 1 = vehicle wells, 0 = NADH-free wells; activation factor at 20 µM; AID 1229;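 active = diaphorase activity raised at least twofold by the compound at 20 µM; inactive = activation factor below 2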
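Measured by – red resorufin fluorescence at 544/590 nm excitation/emission · Test system – Clostridium kluyveri diaphorase, purified enzyme · Incubation – reaction time 16 min, room temperature · Buffer or medium – 50 mM HEPES pH 7.4 with 4.542 mM MgCl2, 0.005% Tween 20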
PPARg SRC-2 ag: promotes SRC-2 coactivator recruitment by human PPARgamma | P37231 | PPARgamma LBD-SRC-2 recruitment, biochemical | activation, % at 8 µM | 200,000 tested, 0.34% active; in the data active = activation above about 22%;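 also: 0% = vehicle and 100% = reference agonist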
PPARg SRC3 recr: agonists of human PPARgamma SRC-3 coactivator recruitment; P37231; biochemical PPARgamma/SRC-3 coactivator recruitment assay; activation, % at 8 µM; 200,000 tested, 0.26% active; AID 731; in the data active = activation above about 23%;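 also: 0% = DMSO and 100% = reference agonist; some compounds past the cut are filed as inactive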
* = called active by the depositor; nt = not tested or not shown. Compounds were not picked by outcome; overall some 3.3% were active at least once.

structure | SRC2 TRFRET art | PMI act hi M6P | Diaphorase inh | ROMK primary | PPARg SRC1 recr | Diaphorase act | PPARg SRC-2 ag | PPARg SRC3 recr | G6PDH CS | PMI activator | S1P3 antag
O=C(NCc1ccccc1Cl)C1CCN(S(=O)(=O)N2CCCCC2)CC1 | 1254 | 1.1 | 4.7 | -0.631 | 1.4 | 1 | -7.1 | -10.9 | 2.3 | 1.1 | -2.1
COc1ccc(CCN2C(=O)CC(Cc3ccc(Br)cc3)C2=O)cc1OC (centres undefined) | 1494 | 0.9 | 19.4 | nt | 0.4 | 0.8 | 2.6 | 1.9 | 6.2 | 0.9 | -13.3
O=C1C=C(N2CCN(C3=CC(=O)CCC3)CC2)CCC1 | 1560 | 1 | 5.0 | 0.176 | 14.2 | 0.9 | 6.1 | -4.3 | 5.4 | 1 | nt
COc1ccccc1N1CCN(Cc2nc3ccccc3c(=O)n2CC(C)=O)CC1 | 1732 | 1.1 | 1.2 | -0.395 | 1.8 | 1 | 4.1 | 3.4 | 10.3 | 1.1 | nt
CC(C)c1ccc(OCC(=O)NCCO)cc1 | 1606 | 0.4 | 4.2 | -0.643 | -0.2 | 1 | 6.5 | -0.2 | -3.7 | 0.7 | 3.3
CC(C)(O)CC[C@@H](O)[C@](C)(O)[C@H]1CC[C@@]2(O)C3=CC(=O)[C@@H]4C[C@@H](O)[C@@H](O)C[C@]4(C)C3CC[C@]12C (some centres undefined) | 1412 | 1 | 21.4 | nt | -1.6 | 0.8 | 3.8 | -2.0 | 9.0 | 0.9 | -7.8
Cc1ccccc1C(=O)N(Cc1nc2ccccc2c(=O)[nH]1)C1CCCC1 | 1448 | 0.9 | 16.8 | -1.09 | 7.4 | 0.8 | -1.3 | 1.4 | 9.0 | 0.9 | -4.7
CCCOc1ccc(N2C(=O)CC(N(CCc3ccccc3)C(=O)c3ccccc3)C2=O)cc1 (centres undefined) | 1479 | 1.1 | -4.8 | -0.0968 | 7.5 | 1 | 4.1 | 7.0 | 11.7 | 1.1 | 0.7
CCc1ccc(S(=O)(=O)/N=C2\C=CC(=O)c3ccccc32)cc1 | 1696 | 0.5 | 28.1 | nt | 9.4 | 0.7 | -0.2 | 2.6 | 44.2 | 0.9 | -26.5
Cc1cc(C)c(NC(=O)C2CCCN2CCOC(=O)c2ccccc2)c(C)c1 (centres undefined) | 1591 | 0.6 | 17.1 | nt | 4.1 | 0.8 | 1.3 | -3.0 | -7.1 | 1 | 1.6
CCCCCC(=O)NNC1=NCC(Cc2cccc(Cl)c2)S1 (centres undefined) | 1704 | 1.1 | 1.8 | -1.06 | 0.6 | 1 | 0.0 | -3.7 | 1.9 | 1 | -3.2
COc1ccccc1OC1=NS(=O)(=O)c2ccccc21 | 1194 | 1 | -0.7 | -0.774 | -5.5 | 1 | -0.9 | 1.6 | 0.2 | 1.1 | -10.7
CCOc1ccccc1C(=O)NC(C(=O)NCc1ccccc1OC)C(C)C (centres undefined) | 1377 | 0.9 | 8.9 | 0.713 | 0.3 | 0.9 | -10.4 | -4.3 | 11.4 | 1 | -17.4
O=C(Oc1cccc(Oc2ccccc2)c1)N1CCOCC1 | 1526 | 0.8 | 12.5 | nt | 1.3 | 0.9 | -1.1 | 1.7 | -2.3 | 0.9 | 8.6
O=C(NC(=S)Nc1cc(C(F)(F)F)ccc1Cl)c1ccccc1 | 1591 | 1 | 13.6 | nt | 8.4 | 0.9 | 10.3 | -0.6 | -4.5 | 0.9 | nt

(more compounds)
structure | SRC2 TRFRET art | PMI act hi M6P | Diaphorase inh | ROMK primary | PPARg SRC1 recr | Diaphorase act | PPARg SRC-2 ag | PPARg SRC3 recr | G6PDH CS | PMI activator | S1P3 antag
COc1ccc(CNC(=O)Cn2cnc3c(=O)n(C)c(=O)n(C)c32)cc1 | 1265 | 1.1 | -6.1 | nt | -1.8 | 1.1 | -5.0 | -7.6 | 22.3 | 1 | -10.6
CCN(CC(=O)NC1CCS(=O)(=O)C1)S(=O)(=O)c1ccc(F)cc1 (centres undefined) | 1591 | 0.9 | 17.9 | nt | 10.2 | 0.8 | -4.1 | 4.2 | 20.3 | 0.9 | -5.2
Cc1cc(N2CCOCC2)nc2ccc(NC(=S)NCc3ccc4c(c3)OCO4)cc12 | 1620 | 1 | 43.4 | 0.158 | 3.9 | 0.6 | 1.8 | 3.1 | 7.7 | 0.9 | -15.7
O=C(/C=C/c1ccccc1)N/C(=C/c1ccccc1)C(=O)NCCO | 1557 | 1 | 0.1 | nt | -4.2 | 1 | -3.4 | 0.9 | 0.2 | 1 | nt
Clc1ccc(-c2nc3ccccc3nc2-c2ccccc2)cc1 | 1620 | 0.9 | 15.7 | nt | 5.7 | 0.8 | 6.5 | 2.5 | -1.1 | 1 | 13.8
Cn1c(N)c(C(=O)CSc2nc3ccccc3n2-c2ccccc2)c(=O)n(C)c1=O | nt | 1 | 12.0 | nt | nt | 0.9 | nt | nt | 0.1 | 1 | 3.5
Cc1cccc(N2CCN(C(=O)COc3ccc4c(c3)CCC4)CC2)c1C | 1518 | 0.9 | 12.7 | nt | 2.0 | 0.9 | -4.8 | 0.1 | -19.3 | 0.8 | -20.1
CSC1=C(C#N)C(CC(C)C)C(C(C)=O)=C(C)N1 (centres undefined) | 1526 | 1 | 15.0 | -0.907 | 5.4 | 0.8 | 2.3 | 7.3 | 6.9 | 1 | -17.2
COc1cccc(OCc2nnc(SCc3cc(=O)[nH]c4ccccc34)o2)c1 | 1411 | 0.9 | 31.2 | -1.49 | -2.3 | 0.7 | 3.1 | 3.7 | 21.0 | 0.8 | -1.5
CC(C)(C)NC(=O)NC(=O)COC(=O)c1nc(-c2ccccc2)n(-c2cccc(C(F)(F)F)c2)n1 | 1731 | 1 | 6.7 | 0.0405 | -1.1 | 0.9 | 12.5 | 1.8 | 3.8 | 1 | -12.6
COc1cccc(-n2c(=S)sc3c(=O)n(-c4ccccc4OC)c(SCC4OCCO4)nc32)c1 | 1549 | 1 | 16.3 | 0.408 | -1.5 | 0.8 | 6.2 | -1.0 | 1.8 | 0.9 | -8.3
O=C(CC1C(=O)NCCN1C/C=C/c1ccccc1)NCCCC1CCCC1 (centres undefined) | 1735 | 1 | 2.5 | -0.445 | 1.0 | 1 | 3.3 | 1.1 | 5.2 | 1 | -9.8
CCC1CO/C(=C(\C(=C(Cl)Cl)N2CCOCC2)[N+](=O)[O-])N1 (centres undefined) | 1686 | 1 | 15.3 | -0.252 | 1.0 | 0.8 | 6.9 | -2.8 | -7.4 | 1 | -7.5
CCOc1ccc(N2C(=O)C3ON(c4ccccc4)C(c4ccco4)C3C2=O)cc1 (centres undefined) | 1605 | 1 | 4.6 | nt | 6.9 | 1 | 6.3 | 0.5 | 11.9 | 1 | -6.7
CCCn1c(SC(C)C(=O)O)nc2ccccc21 (centres undefined) | 1542 | 1.2 | 14.5 | nt | -1.3 | 0.9 | -2.6 | 2.8 | -1.8 | 1.1 | nt

Further structures.
structure | SRC2 TRFRET art | PMI act hi M6P | Diaphorase inh | ROMK primary | PPARg SRC1 recr | Diaphorase act | PPARg SRC-2 ag | PPARg SRC3 recr | G6PDH CS | PMI activator | S1P3 antag
COc1ccccc1NC(=O)COC(=O)C12CC3CC(CC(Cl)(C3)C1)C2 | 1452 | 0.9 | 21.7 | -2.22 | -9.3 | 0.8 | 2.3 | -1.2 | -5.9 | 0.9 | -13.2
COc1ccc(Cc2c(N)nc(N)nc2N)cc1 | 1582 | 1 | 12.6 | nt | 9.3 | 0.9 | 11.8 | 9.4 | 2.9 | 1 | nt
CC(C)c1nnc(NC(=O)CCC(=O)NCC2CCCO2)s1 (centres undefined) | 1562 | 0.9 | 21.1 | 0.064 | 10.6 | 0.8 | 4.1 | 1.3 | 5.1 | 0.9 | -4.3
CCOC(=O)c1c(C)oc2ccc(NS(=O)(=O)c3ccc(C(=O)O)cc3)cc12 | 1571 | 0.9 | 8.3 | -0.077 | -3.1 | 0.9 | 4.6 | 1.2 | 5.6 | 1 | -5.8
CC(Oc1ccccc1)C(=O)Nc1cccc([N+](=O)[O-])c1 (centres undefined) | 1496 | 1.1 | -8.1 | -0.0435 | -7.4 | 1.1 | -5.7 | 7.9 | 6.1 | 1.1 | -7.7
CCOC(=O)c1c(-c2ccc(OC)c(OC)c2)csc1NC(=O)C1CCCO1 (centres undefined) | 1595 | 0.9 | 3.3 | -0.839 | 3.8 | 1 | 0.4 | 1.1 | 0.9 | 0.9 | -11.9
COC(=O)N[C@H](CC(C)=O)c1cccc(C(F)(F)F)c1 | 1460 | 1.1 | 6.7 | 0.297 | 1.3 | 0.9 | 3.8 | -0.6 | 7.2 | 1.1 | -9.9
CC(c1nnc(SCn2nnc3ccccc3c2=O)n1-c1ccc(Cl)cc1)N(C)C (centres undefined) | 1616 | 0.9 | 15.9 | -0.212 | 4.3 | 0.8 | 9.7 | 4.8 | 2.2 | 1 | -10.1
CN(c1ccc(C(=O)NCCc2ccccc2)cc1)S(C)(=O)=O | 1595 | 1 | 6.1 | -0.37 | 2.0 | 0.9 | -7.7 | 0.5 | 2.5 | 1 | nt
O=C(c1ccccc1)c1cnc(-c2ccc(Cl)cc2)s1 | 1816 | 0.9 | 12.4 | nt | 28.6* | 0.9 | -5.6 | -1.2 | -0.6 | 0.9 | nt
Cc1sc(NC(=O)CSc2nnnn2C2CCCC2)c(C#N)c1C | 1625 | 0.9 | 23.6 | 0.388 | -4.2 | 0.8 | -3.0 | 6.1 | -2.5 | 0.9 | -6.0
O=C(Nc1ccon1)c1cccc(Cl)c1 | 1577 | 1 | -6.3 | nt | 2.3 | 1.1 | 6.2 | -10.3 | 0.3 | 1 | -12.3
O=C(NC1CCCCC1)NC1CC2CCC(C1)N2Cc1nnnn1Cc1ccc2c(c1)OCO2 (centres undefined) | 1498 | 1 | 11.2 | nt | -0.8 | 0.9 | -4.2 | -4.1 | -4.4 | 1 | nt
O=C(Cc1nc(-c2ccc([N+](=O)[O-])cc2)cs1)Nc1ccccc1 | 1578 | 1 | 6.0 | nt | 2.1 | 0.9 | -0.6 | -5.2 | 11.7 | 0.9 | nt
CCC(=O)Nc1nnc(SCc2ccccc2F)s1 | 1576 | 1 | 7.5 | nt | 13.9 | 0.9 | -0.2 | 9.2 | 1.0 | 1.1 | 1.9
Oc1c(C=NCc2ccccc2)sc2ccccc12 | 1496 | 1 | 6.3 | -0.105 | -2.9 | 0.9 | -0.5 | 7.3 | 5.8 | 1 | -9.8
Cc1cc(C)cc(N(C(C)C(=O)Nc2c(C)n(C)n(-c3ccccc3)c2=O)S(C)(=O)=O)c1 (centres undefined) | 1469 | 0.9 | 12.1 | nt | 6.1 | 0.9 | 9.7 | -7.7 | 9.2 | 0.8 | -52.6
Cc1cc(C(=O)N2CCN(S(=O)(=O)c3ccccc3F)CC2)c(C)o1 | 1885 | 1.1 | 4.2 | -0.535 | 11.5 | 1 | 4.2 | 4.0 | 0.5 | 1.1 | -0.1
